Source: PubChem BioAssay (National Center for Advancing Translational Sciences (NCATS))
D1 ag = human D1 receptor agonism; P21728; HEK293 T-REx D1 cells, calcium flux, agonist mode; activation, % at 2 µM; 360,000 tested, 1% active; further: 0% is about no effect
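Inducible HEK293 T-REx D1 cells, force-coupled to calcium signalling, were plated at 4000 cells/well with tetracycline and held overnight at 30 C. After no-wash calcium dye loading, compound-evoked calcium rise over 180 s flagged agonists.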
RXFP1 antag = antagonists of human relaxin receptor RXFP1 | Q9HBX9 | activity change, negative = inhibition, % at 57.5 µM | 350,000 tested, 0.59% active | AID 1259400 | HEK293-RXFP1, relaxin-stimulated cAMP HTRF, 30 min; active compounds read low;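 active means activity change of -60% or lower, but not beyond a set lower limit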; further: on the % scale 0 is the no-effect control and ±100 the full control effect
Target sequence (Q9HBX9 whole entry, looked up): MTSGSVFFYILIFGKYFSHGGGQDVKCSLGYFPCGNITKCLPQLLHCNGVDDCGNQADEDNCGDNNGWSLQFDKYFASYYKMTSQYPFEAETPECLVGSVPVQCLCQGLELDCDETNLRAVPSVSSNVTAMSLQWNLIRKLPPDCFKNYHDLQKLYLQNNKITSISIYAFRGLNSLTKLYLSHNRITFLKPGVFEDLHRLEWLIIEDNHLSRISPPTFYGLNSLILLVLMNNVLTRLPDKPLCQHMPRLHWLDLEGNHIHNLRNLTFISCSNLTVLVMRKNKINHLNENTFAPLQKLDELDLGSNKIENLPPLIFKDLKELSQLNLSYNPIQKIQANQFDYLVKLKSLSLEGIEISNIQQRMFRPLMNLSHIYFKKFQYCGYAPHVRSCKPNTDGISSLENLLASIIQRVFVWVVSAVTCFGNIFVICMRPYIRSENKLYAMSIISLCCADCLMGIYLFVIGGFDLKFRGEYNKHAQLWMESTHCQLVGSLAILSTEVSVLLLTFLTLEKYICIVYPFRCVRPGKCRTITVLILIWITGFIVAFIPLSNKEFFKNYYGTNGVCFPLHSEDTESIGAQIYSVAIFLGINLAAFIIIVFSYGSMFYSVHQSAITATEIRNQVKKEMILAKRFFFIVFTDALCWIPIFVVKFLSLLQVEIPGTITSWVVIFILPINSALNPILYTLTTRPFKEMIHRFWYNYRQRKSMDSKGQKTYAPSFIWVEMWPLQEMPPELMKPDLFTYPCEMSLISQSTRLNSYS
D2 PAM = positive allosteric modulators of human D2 dopamine receptor; potentiation, % at 10 µM; 340,000 tested, 0.34% active; P14416; HEK293 T-REx D2, calcium flux, EC20 dopamine potentiation;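 active means potentiation over 3 SD above the plate norm, cut at about 30% in these data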; further: 0% is about no effect
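Primary screen. Calcium kinetics in induced HEK293 T-REx D2 cells: compound pre-addition 180 s, EC20 dopamine, 180 s more.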
D1 PAM = enhances dopamine response at the human D1 receptor; P21728; HEK293 TREx D1 cells, calcium flux, dopamine EC20 potentiation; potentiation, % at 10 µM; 360,000 tested, 0.036% active; AID 504651; in the data active means potentiation above about 30%; further: 0% is about no effect
D2 antag = D2 dopamine receptor (human) antagonism; HEK293 TREx D2 cells, calcium flux, dopamine EC80; inhibition, % at 10 µM; 340,000 tested, 2% active; in the data active means inhibition above about 30%; further: 0% is about no effect
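Calcium mobilization kinetics were recorded at 1 s intervals in tetracycline-induced HEK293 T-REx D2 cells, first for 180 s after compound addition and then 180 s after EC80 dopamine.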
D1 antagonist = human D1 dopamine receptor antagonism | P21728 | HEK293 TREx D1 cells, calcium flux, dopamine EC80; active compounds read low | activity change, negative = inhibition, % at 10 µM | 360,000 tested, 3.2% active | AID 504652; in the data active means activity change below about -30%; further: on the % scale 0 is the no-effect control and ±100 the full control effect
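Tetracycline-induced HEK293 T-REx cells with force-coupled D1 receptor were loaded with a no-wash calcium dye. Compound was added after a 10 s baseline and read kinetically for 180 s; EC80 dopamine was then added and calcium flux followed another 180 s.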
TRHR ag = agonists of human TRH receptor; P34981; TRHR cells, calcium flux fluo-8, FDSS agonist mode; activation, % at 2 µM; 360,000 tested, 0.18% active; AID 493084; further: 0% is about no effect
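Fluo-8-loaded TRHR cells; 10 s baseline, compound added, kinetic Ca2+ fluorescence read 1/s, agonist mode.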
D2 agonist = activates the human D2 dopamine receptor; P14416; HEK293 T-REx D2 cells, calcium flux agonist mode; activation, % at 2 µM; 340,000 tested, 0.53% active;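 active means activation over 3 SD above normal in the single-dose calcium agonist read, cut at about 30% in these data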; further: 0% is about no effect
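In this primary screen, compounds producing a positive calcium signal within 180 s of addition to tetracycline-induced, force-coupled HEK293 Trex D2 cells are flagged; cells are dye-loaded with a no-wash calcium kit beforehand.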
TRHR PAM = allosteric enhancers of human TRH receptor; P34981; TRHR cells, fluo-8 calcium fluorescence, EC20 TRH enhancement; enhancement, % at 2 µM; 360,000 tested, 0.66% active; in the data active means enhancement above about 30%; further: 0% is about no effect
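TRHR-expressing cells loaded with fluo-8 calcium dye were read kinetically (ex 480/em 530) during compound addition, then stimulated with an EC20 of TRH (10 nM final). Enhancement of the Gq-mediated intracellular calcium response was scored.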
Starred values were filed as active, the others as inactive; . = no result given. Unless noted, no stated cut-off is given here; in the data, active means activation above about 30%; inactive means the rest.

Each structure is followed by: D1 PAM | TRHR ag | D1 antagonist | TRHR PAM | D1 ag | D2 antag | RXFP1 antag | D2 PAM | D2 agonist
> CCOc1ccccc1NC(=O)N(Cc1ccc(F)cc1)C1CCN(CC)CC1
  2 | -0.2 | 12 | 1 | -1 | . | -17 | -11 | 0.5
> O=C(CCC(=O)N1CCOc2ccc(Cl)cc21)NCc1ccccc1
  -5 | -0.7 | -10 | -5 | 1 | 37* | -2 | -23 | -0.2
> COc1c(Cl)cnn(-c2cccc(C)c2)c1=O
  -7 | 0.4 | 0 | -8 | -1 | -15 | -3 | 7 | -1.5
> O=C(c1ccc(S(=O)(=O)NCc2ccco2)cc1)N1CCCC1
  0 | 0.1 | 38 | -3 | -1 | 9 | 13 | 1 | -0.4
> CCN1C(=NCC(C)C)N[C@@H](c2ccccc2)[C@H](C(=O)OC)[C@H]1C
  -1 | 0.5 | -7 | 5 | 3 | . | . | . | .
> O=C(NCC(O)c1ccc2ccccc2c1)c1c(F)cccc1F (stereo not drawn)
  6 | -0.6 | -4 | 5 | 1 | -13 | -2 | 3 | 0.8
> Cc1ccc(CNC(=O)C(NS(=O)(=O)c2cccc3nsnc23)C(C)C)cc1 (stereo not drawn)
  0 | -0.3 | 3 | 5 | 1 | -4 | 8 | -2 | -0.3
> CCN1CCC(N(Cc2cccc(OC)c2)C(=O)Nc2cccc(C)c2C)CC1
  4 | 1.0 | 4 | 8 | 4 | . | 4 | 2 | 0.7
> CCOCCCNC(=O)CN1C(=O)c2c(c3ccccc3n2C)C1c1ccc(OC)cc1 (stereo not drawn)
  5 | -0.8 | 17 | 0 | -1 | . | -5 | 5 | 0.3
> CCn1c(CC(=O)Nc2ccc(Cl)c(Cl)c2)nnc1SCc1ccc(Cl)cc1
  1 | 0.1 | -4 | 3 | 0 | 8 | -23 | 8 | 0.2

Further records follow:
Each structure is followed by: D1 PAM | TRHR ag | D1 antagonist | TRHR PAM | D1 ag | D2 antag | RXFP1 antag | D2 PAM | D2 agonist
> O=C(OCCCc1cc2ccccc2c(=O)o1)c1ccc2c(c1)OCO2
  -2 | -0.7 | . | 6 | 2 | 3 | . | 10 | -0.4
> O=C(Cn1cnc2ccccc21)Nc1ccccc1-c1ccccc1
  -2 | 0.2 | -13 | -5 | 2 | -19 | -11 | 0 | 0.1
> O=C(CSc1ccccn1)N1CCN(S(=O)(=O)c2ccc(Cl)cc2)CC1
  5 | -0.1 | -3 | 4 | 3 | -4 | 1 | 8 | 0.4
> Cc1ccc(S(=O)(=O)N/N=c2\sc3ccccc3n2C)cc1
  -10 | 0.8 | -1 | 6 | 1 | -2 | 15 | 1 | 0.7
> O=C1CC(C(=O)NCc2ccccc2)C2(CCCC2)O1 (stereo not drawn)
  -4 | 1.1 | -14 | 2 | 1 | -3 | 9 | -10 | 0.3
> CCOC(=O)C1=C(CSc2nc(-c3ccncc3)ccc2C#N)OC(N)=C(C#N)C1c1ccc(OC)cc1 (stereo not drawn)
  12 | 1.7 | 3 | 0 | 10 | 17 | 3 | 0 | -0.4
> Cn1cnc([N+](=O)[O-])c1Sc1ccc(Br)cc1
  -6 | 0.4 | 2 | -3 | 12 | 1 | 5 | 0 | -1.3
> Cc1ccc(NC(=O)c2ccc(-n3cccn3)nc2)cc1
  -3 | 1.9 | 7 | 2 | 6 | -6 | 6 | 0 | 4.0
> Cc1[nH]c2ccccc2c(=O)c1CN(C)Cc1ccccc1
  -2 | -0.1 | -7 | 16 | -1 | -5 | 1 | . | 0.1
> Cn1c(N)c(Sc2ccc([N+](=O)[O-])cc2)c(=O)n(C)c1=O
  -4 | 0.5 | -13 | -1 | 0 | -9 | -1 | -7 | 0.4

Next records.
Each structure is followed by: D1 PAM | TRHR ag | D1 antagonist | TRHR PAM | D1 ag | D2 antag | RXFP1 antag | D2 PAM | D2 agonist
> COc1cc(NC(=O)CSc2ccccc2)c(C(=O)O)cc1OC
  -6 | 0.6 | -5 | -8 | 4 | -20 | 0 | -3 | -0.1
> Cc1cc(C)n(Cc2ccc(NC(=O)c3nn(C)cc3[N+](=O)[O-])cc2)n1
  8 | -0.6 | -2 | -8 | 0 | 5 | 5 | -1 | -0.4
> O=C(CN1C2CCCC1CC(NC(=O)c1ccco1)C2)Nc1ccccc1C(F)(F)F (stereo not drawn)
  3 | 0.1 | -6 | -14 | 0 | 9 | -13 | -6 | -2.1
> c1ccc(SCCN2CCN(c3ccccc3)CC2)cc1
  -8 | 0.1 | 1 | -2 | 1 | 60* | -11 | -20 | 23
> CC(C)CCNC(=O)CCCn1c(=O)c2cccn2c2ccccc21
  -4 | -0.5 | -37* | 12 | 7 | . | -10 | -16 | 2.1
> Cc1ccccc1-c1nc(CN2CCCC2c2ccc(F)cc2)c(C)o1 (stereo not drawn)
  -6 | 0.2 | -2 | 16 | 5 | 12 | -4 | 3 | 2.2
> COc1cc(C(=O)Nc2cc(C(F)(F)F)ccc2N2CCOCC2)ccc1O
  -2 | 0.3 | 2 | 8 | 1 | -11 | 2 | 14 | -6.2
> CCOc1ccccc1NC(=O)Nc1nnc(N2CCCC(C)C2)s1 (stereo not drawn)
  -2 | 1.2 | -5 | -2 | 7 | . | -2 | -9 | 3.2
> COc1ccc(-c2nc(CS(=O)(=O)CC(=O)NCCCN3CCOCC3)c(C)o2)cc1
  2 | 0.9 | -10 | 3 | 1 | . | 1 | 11 | .
> Cc1noc(C)c1S(=O)(=O)N1CCC(C(=O)N2CCN(Cc3ccc4c(c3)OCO4)CC2)CC1
  -7 | -0.1 | -1 | -2 | 5 | 17 | -11 | -7 | 4.8

Reformatted with each value named: two of the compounds above.
SMILES: Cc1ccccc1-c1nc(CN2CCCC2c2ccc(F)cc2)c(C)o1 (stereo not drawn)
- D1 PAM = -6
- TRHR ag = 0.2
- D1 antagonist = -2
- TRHR PAM = 16
- D1 ag = 5
- D2 antag = 12
- RXFP1 antag = -4
- D2 PAM = 3
- D2 agonist = 2.2

SMILES: COc1cc(C(=O)Nc2cc(C(F)(F)F)ccc2N2CCOCC2)ccc1O
- D1 PAM = -2
- TRHR ag = 0.3
- D1 antagonist = 2
- TRHR PAM = 8
- D1 ag = 1
- D2 antag = -11
- RXFP1 antag = 2
- D2 PAM = 14
- D2 agonist = -6.2

Continuation:
Each structure is followed by: D1 PAM | TRHR ag | D1 antagonist | TRHR PAM | D1 ag | D2 antag | RXFP1 antag | D2 PAM | D2 agonist
> O=C(CCn1c(=O)c2ccccc2n(CC(=O)Nc2ccc(F)cc2)c1=O)NCCc1ccccc1
  7 | -1.0 | 1 | 1 | 2 | . | . | 2 | 0.4
> O=C(COc1ccccc1)N1CCN(C(=O)c2ccccc2F)CC1
  . | -2.0 | -8 | 1 | 7 | -4 | 1 | 10 | -0.2
> CCSc1ccccc1C(=O)N1CCN(c2nc3ccccc3s2)CC1
  8 | -1.0 | . | 6 | 31* | . | -17 | 8 | -0.6
> COc1ccc(NC(=O)C2CCN(S(=O)(=O)c3cc(-c4noc(C)n4)ccc3C)CC2)cc1
  -4 | 0.0 | -11 | -3 | -2 | . | -17 | 5 | -0.2
> Cc1ccsc1C(=O)NCC(C)(C)N1CCOCC1
  4 | 0.4 | -1 | 8 | 0 | 4 | 1 | 1 | -0.7
> Cc1ccc(-n2ncc(C#N)c2N)cc1
  -1 | -0.1 | 16 | -3 | 2 | -5 | . | -11 | 0.1
> CNS(=O)(=O)c1ccc(Oc2ccc(S(=O)(=O)NC)cc2)cc1
  -6 | 1.4 | -44* | -3 | 8 | 5 | -2 | 11 | 1.9
> CC(=O)NCCN1C(=O)S/C(=C\c2cccs2)C1=O
  -2 | -0.1 | . | 1 | 0 | -6 | -18 | 2 | 1.1
> O=C(NC1CCCCCC1)C1CCN(C(=O)Cc2ccccc2)CC1
  -2 | 0.6 | 4 | 0 | 1 | 1 | 21 | 1 | -1.1
> N#CC1=C(N)Oc2cc(N)ccc2C1c1ccccc1F (stereo not drawn)
  -6 | 5.8 | 5 | -7 | 16 | 18 | -17 | 2 | -2.1

New compounds follow:
Each structure is followed by: D1 PAM | TRHR ag | D1 antagonist | TRHR PAM | D1 ag | D2 antag | RXFP1 antag | D2 PAM | D2 agonist
> C=CCN(Cc1cn(C)nc1-c1cccc(Cl)c1)C1CCS(=O)(=O)C1 (stereo not drawn)
  -2 | 0.5 | 1 | 46* | 0 | 8 | -19 | -9 | 0.2
> Fc1ccc(-n2cc(CNCCc3ccccn3)c(-c3ccccc3Cl)n2)cc1
  -4 | 1.4 | 18 | 19 | 34* | 79* | -7 | -31 | -3.0
> CCOC(=O)c1c(C)[nH]c(CCC(=O)Nc2cc(C)ccc2OC)c1C
  -5 | 0.1 | -10 | 5 | 2 | . | 4 | 8 | -0.4
> O=C(/C=C/c1ccc(F)cc1)Nc1nc2ccccc2[nH]1
  -1 | -1.6 | -31* | -14 | 5 | -9 | . | -3 | -0.8
> CCN(CC)S(=O)(=O)c1ccc(C(=O)NC2CC(=O)N(c3ccc(OC)c(OC)c3)C2)cc1 (stereo not drawn)
  0 | 0.1 | . | -1 | 6 | . | . | 11 | -0.4
> CC1CCCN(CC(O)COc2ccc(-c3ccccc3)cc2)C1 (stereo not drawn)
  -2 | 2.0 | 2 | 0 | 42* | 0 | -26 | -9 | 0.1
> O=C(N/N=C/c1ccncc1)c1cccc(NC(=O)c2ccc(Cl)cc2)c1
  5 | 0.6 | -30 | 0 | 2 | -6 | 3 | 4 | 0.5
> COc1ccc(NC(=O)CCn2c(=S)[nH]c3ccccc3c2=O)cc1OC
  -2 | 0.5 | -5 | -3 | 0 | 2 | -74* | 1 | 0.2

Ordered by length of the SMILES (largest number first): part of the list above.
Each structure is followed by: D1 PAM | TRHR ag | D1 antagonist | TRHR PAM | D1 ag | D2 antag | RXFP1 antag | D2 PAM | D2 agonist
> O=C(N/N=C/c1ccncc1)c1cccc(NC(=O)c2ccc(Cl)cc2)c1
  5 | 0.6 | -30 | 0 | 2 | -6 | 3 | 4 | 0.5
> C=CCN(Cc1cn(C)nc1-c1cccc(Cl)c1)C1CCS(=O)(=O)C1 (stereo not drawn)
  -2 | 0.5 | 1 | 46* | 0 | 8 | -19 | -9 | 0.2
> CCOC(=O)c1c(C)[nH]c(CCC(=O)Nc2cc(C)ccc2OC)c1C
  -5 | 0.1 | -10 | 5 | 2 | . | 4 | 8 | -0.4

Exported as comma-separated lines: three of the compounds above
Compound,D1 PAM,TRHR ag,D1 antagonist,TRHR PAM,D1 ag,D2 antag,RXFP1 antag,D2 PAM,D2 agonist
CC1CCCN(CC(O)COc2ccc(-c3ccccc3)cc2)C1 (stereo not drawn),-2,2.0,2,0,42*,0,-26,-9,0.1
O=C(N/N=C/c1ccncc1)c1cccc(NC(=O)c2ccc(Cl)cc2)c1,5,0.6,-30,0,2,-6,3,4,0.5
COc1ccc(NC(=O)CCn2c(=S)[nH]c3ccccc3c2=O)cc1OC,-2,0.5,-5,-3,0,2,-74*,1,0.2
